S100A4 MyoIIA = S100A4-myosin IIA interaction inhibition; inhibition, % at 10.7 µM; 360,000 compounds, 0.14% hits; P26447; S100A4/TAMRA-MyoIIA peptide fluorescence polarization;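 active means mean inhibition of at least 70% across replicates, with every replicate also reaching that level; inconclusive means mean inhibition reaches 70% but some replicates fall short; inactive means mean inhibition below 70%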
Target sequence (P26447 whole entry, looked up): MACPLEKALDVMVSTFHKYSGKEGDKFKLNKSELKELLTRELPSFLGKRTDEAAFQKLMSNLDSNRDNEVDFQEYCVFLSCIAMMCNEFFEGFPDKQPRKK
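Material: human S100A4 monomer with TAMRA-labelled myosin IIA peptide; buffer or medium: HEPES pH 7.2 with CaCl2, KCl, NaCl, DTT, Triton; compound dosing: one concentration per compound; schedule: 5 min incubation before reading; benchmarks: neutral control DMSO, positive control TFP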
XiGFP reactiv = activators of X-chromosome reactivation in mouse fibroblasts. activation, % at 7.58 µM. 360,000 compounds, 0.055% hits. XiGFP mouse fibroblasts, % GFP-positive cells imaging, 3 d; cells co-treated with 5-aza-dC sensitizer; scaled so ellipticine positive control = 100%. AID 743238;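 active means mean normalized replicate activation at least 10% and every replicate at or above 10%; inconclusive means only one of the two criteria met; inactive means mean below 10% and not all replicates reach 10%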;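 further: 0% = median of on-plate neutral control wells and 100% = ellipticine 6 µM median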
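Assay system – SV40-immortalized XiGFP fibroblast cells, line 68-5-11 · Buffer or medium – DMEM supplemented with 5-aza-dC as sensitizing agent · Dosing – one concentration, pinned · Benchmarks – positive control ellipticine, 6 µM final · Times – 3 days compound exposure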
FN deposition inh = fibronectin deposition inhibition. AH1F fibroblasts, Alexa488-fibronectin deposition fluorescence, overnight. inhibition, % at 12.6 µM. 350,000 compounds, 0.086% hits;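 active means mean inhibition across replicates of 30% or more, regardless of how many single replicates reach that level; inconclusive means mean under 30% yet at least half of replicates reach 30%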;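 further: positive control wells lacked labelled fibronectin entirely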
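Assay system: AH1F fibroblast monolayer, labelled fibronectin deposition. Amount: 10000 cells per well. Also added: labelled fibronectin 24 nM. Compound: single-point pinned compound. Incubation: cell attachment 1 h, compound and FN exposure overnight. Detection: fluorescence after three HBSS washes, excitation 485 nm, emission 525 nm. Read-out: inhibition of fibronectin deposition signal.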
E-selectin induc = induces E-selectin expression in human endothelial cells. 260,000 compounds, 0.37% hits. AID 686992. HUVEC E-selectin immunofluorescence imaging; normalized: neutral wells 0, TNF-alpha wells 100. P16581. activation, % at 7.58 µM;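 active means mean E-selectin-positive cell signal at least 10% of the positive control, reached in at least 60% of replicates, without over 20% cell loss; inconclusive means no rule given, readout overlaps actives, possibly toxicity-flagged; inactive means the rest, including those meeting only one limit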;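 further: in these data hits start at about 27%; measured in HUVEC primary endothelial cells; signal is the percent of cells scored E-selectin positive by PE staining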
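Test system – human umbilical vein endothelial cells (HUVEC), E-selectin induction · Input – 3,000 HUVEC seeded per well · Buffer or medium – EGM-2, gelatin · Compound dosing – single-point compound dose · Detection – immunofluorescence imaging · Measure – percent E-selectin-positive cells · Controls – TNF-alpha high, DMSO low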
RAD52 inh = RAD52 (human) annealing inhibition; recombinant RAD52 DNA annealing, FRET fluorescence; inhibition, % at 18.7 µM; 360,000 compounds, 0.46% hits; AID 651710;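 active means every replicate showing at least 50% inhibition; inconclusive means mean inhibition at least 50% but not in every replicate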
Target sequence (P43351 whole entry, looked up): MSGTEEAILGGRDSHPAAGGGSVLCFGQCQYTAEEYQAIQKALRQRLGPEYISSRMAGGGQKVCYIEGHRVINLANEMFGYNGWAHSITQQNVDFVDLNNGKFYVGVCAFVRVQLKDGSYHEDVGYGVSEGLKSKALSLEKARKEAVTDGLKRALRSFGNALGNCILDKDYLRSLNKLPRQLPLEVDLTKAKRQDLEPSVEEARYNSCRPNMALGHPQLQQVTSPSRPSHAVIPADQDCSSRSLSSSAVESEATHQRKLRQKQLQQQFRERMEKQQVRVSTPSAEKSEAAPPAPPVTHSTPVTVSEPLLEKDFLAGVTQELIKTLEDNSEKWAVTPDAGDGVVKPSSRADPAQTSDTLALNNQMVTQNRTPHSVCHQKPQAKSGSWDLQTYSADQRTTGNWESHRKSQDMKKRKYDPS
RAD54 branch = blocks human RAD54 Holliday junction branch migration. Q92698. FAM/BHQ fluorescence. inhibition, % at 10.4 µM. 360,000 compounds, 0.14% hits;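 active means mean normalized replicate activity at least 40 and at least half of replicates scoring 40 or more; inconclusive means only one of the two criteria met; inactive means mean below 40 and under half of replicates reaching 40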;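 further: 0% = median of neutral control wells and 100% = median of positive control wells; inhibitors cause a drop in the FAM fluorescence signal; in these data hits start at about 50%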
esBAF inh = blocks esBAF chromatin remodeling in mouse ES cells; Bmi1-luciferase knock-in reporter, 24 h; 100% = twice the neutral-well signal; reporter increase, % at 12.5 µM; 350,000 compounds, 2% hits; AID 602393; in the data active means activation above about 40%; inconclusive means no clear call, values can overlap the other calls;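 further: 0% = median of the plate's neutral control wells and 100% = double that signal; a rise in the Bmi1 reporter signal indicates esBAF inhibition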
EWS-Fli block = EWS/Fli transcriptional activity inhibition | A673 NR0B1-luciferase reporter, viability-normalised | inhibition, % at 12.6 µM | 350,000 compounds, 0.67% hits | AID 651661;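 active means mean inhibition of at least 50% after viability correction, with every replicate also passing that limit; inconclusive means mean reaches 50% but only one of two replicates passes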;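 further: firefly luciferase signal divided by Alamar Blue viability fluorescence both relative to DMSO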
Numbers without * were called inactive; u = inconclusive; x = no result given.

Sequence of screens – S100A4 MyoIIA, XiGFP reactiv, FN deposition inh, E-selectin induc, RAD52 inh, RAD54 branch, esBAF inh, EWS-Fli block
> O=C(N/N=C/c1ccc([N+](=O)[O-])o1)C1CC1
  19, 0.5, 1, x, -7, x, x, 6
> CN(Cc1nccn1C)C(=O)CC1C(=O)NCCN1CC(c1ccccc1)c1ccccc1 (stereo unspecified)
  -47, u, -7, -0.1, -5, x, 5, 19
> CCCOc1ccc(CCCN=C(N)N)cc1Cl
  -2, 0.1, 6, 0.0, 2, 6, x, 18
> Cc1cc(NS(=O)(=O)c2cccc([N+](=O)[O-])c2)no1
  -2, -0.1, -1, 2.1, -3, -1, 4, -11
> Cc1ccc(N(CC(=O)O)S(C)(=O)=O)cc1
  1, 0.0, 2, x, -12, x, -1, 6
> O=C(O)CCCc1nc(-c2ccc(Cl)cc2)no1
  x, x, 11, 1.1, x, -2, -27, x
> Cc1noc(C)c1NC(=O)N(C)C[C@@H]1Oc2ccc(NS(=O)(=O)c3ccccc3)cc2CC(=O)N([C@H](C)CO)C[C@H]1C
  -11, 0.0, -11, -20, -8, -2, -2, -5
> COC(=O)N/N=C/c1ccc(Oc2ccccc2)cc1
  0, 0.3, -52, x, -15, x, x, -52
> CCN(CC)C(=O)Oc1ccc2c(c1)O/C(=C\c1ccco1)C2=O
  -9, 0.4, -6, -0.1, -42, -10, u, -42
> C[C@H]1CN([C@@H](C)CO)C(=O)c2cc(C#Cc3ccccn3)cnc2O[C@@H]1CN(C)Cc1ccncc1
  22, -1.4, 0, 1.0, -93, -3, 0, 4
> CN(C)S(=O)(=O)c1cccc(C(=O)Nc2ccc(C(=O)Nc3cccc(S(N)(=O)=O)c3)cc2)c1
  4, 0.0, -3, 1.6, -95, -7, 7, -3
> O=C(C[C@@H]1C[C@@H]2c3cc(NC(=O)c4ccc5c(c4)OCO5)ccc3O[C@@H]2[C@H](CO)O1)NCc1ccc(Cl)cc1
  2, 0.0, -6, 3.7, -14, 11, 1, -1
> Fc1ccccc1Cc1noc(CN2CCN(Cc3ccc4c(c3)OCO4)CC2)n1
  -1, 0.3, 3, 1.6, 0, -2, -8, 1
> CCOC(=O)Cc1cc(=O)[nH]c(/N=C(\N)Nc2ccc(OC)cc2)n1
  -2, 0.1, 4, -1.0, -13, -5, x, 5
> COc1ccc([C@H]2CC(=O)C=C(c3ccc(NC(C)=O)cc3)C2)cc1OC
  -14, 0.1, -4, 0.0, -23, -1, 0, 2
> Cc1ccc(NC(=O)CN(C)Cc2c(O)ccc3ccccc23)cc1
  4, 0.0, -11, x, -32, x, x, 2
> Cc1cc(C)cc(NC(=O)C2C3C=CC4(O3)C2C(=O)N(CCCN2CCCC2)C4C(=O)NC2CCCC(C)C2C)c1 (stereo unspecified)
  2, 0.3, 7, x, -12, 9, 8, x
> CCn1cc(-c2cc(C(=O)O)c3ccccc3n2)c(C)n1
  x, -0.1, 5, x, x, -2, 2, x
> CCCCCCc1cc2cc(/C(N)=N/NC(=O)c3ccncc3)c(=O)oc2cc1O
  -9, x, x, x, -12, -12, -4, 5
> CCCC(=O)Nc1ccc2c(c1)OC[C@@H](C)N(C(=O)CC1CC1)C[C@H](C)[C@H](OC)CN(C)C2=O
  11, 0.1, -11, -0.1, -2, 6, -4, 1
> COc1ccc(NC(=O)N(C)C[C@@H]2Oc3c(NC(=O)Nc4cccc5ccccc45)cccc3C(=O)N([C@H](C)CO)C[C@@H]2C)cc1
  -9, -0.5, 0, 0.0, 4, -9, -4, 8
> Cc1ccc(C(=O)c2cc([N+](=O)[O-])ccc2N2CCCCC2)c(C)c1
  -6, 2.4, -22, x, -6, x, x, 48
> COC(=O)C[C@H]1c2cc(F)ccc2S(=O)(=O)N1c1ccc(N(C)C)cc1
  -15, 0.0, -10, -0.2, -28, 0, 20, -85
> O=C(O)CSCCCC(=O)Nc1ccc(Br)cc1
  1, x, x, x, -1, -10, 8, 7
> NC(=O)C1=C[C@@H](c2ccc(C(F)(F)F)cc2)C[C@@H](OCc2ccc(CO)cc2)O1
  -9, 0.1, 3, -0.1, -15, 1, -1, 9
> Cc1cccc(C(=O)N(CC(=O)Nc2sc(C)c(C)c2C(N)=O)C2CCCC2)c1
  -4, 0.0, 2, 0.2, -10, -10, 1, 8
> CNC(=O)C[C@@H]1C(=O)N(CCc2ccccc2)CC1(C)C
  -3, -0.1, -1, -0.6, 4, x, 5, 11
> Clc1nc2c(-c3ccccc3)nnn2c2ccccc12
  4, x, 0, -0.2, -16, x, -79, -5
> C[C@@H]1CN([C@@H](C)CO)C(=O)c2cc(NC(=O)Nc3ccc(C(F)(F)F)cc3)ccc2O[C@H]1CN(C)Cc1ccncc1
  1, -0.2, x, x, 17, 1, -4, 11
> C/C(=C\C(=O)c1ncc(C(F)(F)F)cc1Cl)N(C)C
  0, 0.0, 0, 0.0, -1, x, x, 6
> CCN(CC)CCCN(Cc1cc2cc3c(cc2[nH]c1=O)OCO3)C(=S)Nc1ccccc1OC
  2, 0.0, 9, x, 22, x, 1, -2
> CCOc1ncccc1C(=O)OCC(=O)N(CC(C)C)C1CCS(=O)(=O)C1 (stereo unspecified)
  2, -0.3, -7, 1.6, 0, -1, -7, 8
> CCOC(=O)c1c(NC=O)sc2c1CCC2
  -3, -0.1, -1, x, -13, -2, 4, -2
> O=C(CCc1nnc2ccc(N3CCCCC3)nn12)NCc1ccco1
  2, 0.0, 2, x, -4, -6, 3, -6
> Cc1nn(Cc2ccc(F)cc2)c2sc(C(=O)Nc3nccs3)cc12
  -4, 0.0, 22, x, -14, x, x, 12
> CC(=O)CCC(=O)OCC(=O)Nc1ccc(SC(F)F)cc1
  -1, 0.0, 0, -1.0, -11, x, x, 3
> COc1cccc(C#Cc2ccc([C@H]3[C@@H](CO)N4C(=O)CN(C(=O)Cc5cccnc5)C[C@H]34)cc2)c1
  18, 0.0, -3, -0.1, -26, x, x, -5
> CCOC(=O)CN(Cc1ccccc1)S(=O)(=O)c1ccc(NC(C)=O)cc1
  14, x, x, x, 10, -6, -1, -11
> O=C(C1CCOCC1)N1C[C@H]2[C@@H](c3ccccc31)[C@H](CO)N2C(=O)Cc1ccccc1
  5, 0.4, x, 0.1, 1, -20, -5, 2
> COc1ccc(CCN(C)C(=S)Nc2ccc(SC(F)F)cc2)cc1OC
  -1, 0.0, 6, -0.1, -6, x, 2, 5
> CCCSc1ncnc2c1oc1ccccc12
  2, x, x, x, -14, 10, 27, -48
> C[C@@H]1CN([C@H](C)CO)C(=O)c2cc(NC(=O)Nc3ccc(C(F)(F)F)cc3)ccc2O[C@@H](C)CCCCO[C@@H]1CN(C)C(=O)CCCN(C)C
  x, -0.1, x, -0.2, x, 16, -5, -4
> CC(=O)c1cccc(NC(=O)C2CCCN(S(=O)(=O)c3cccc4cccnc34)C2)c1 (stereo unspecified)
  -28, 0.1, 3, x, -27, -8, 6, 5
> O=C(N/N=C/c1cccc(Oc2ccccc2)c1)c1ccncc1
  1, -0.1, -4, -0.3, -10, x, x, 2
> COc1cccc(C(=O)N/N=C(\C)c2cccc(NC(=O)c3ccc(F)cc3)c2)c1OC
  3, 0.0, -5, x, -3, -4, 29, x
> C/C=C/c1ccc([C@@H]2[C@@H](CO)N3CCCCN(S(=O)(=O)c4cccc(C)c4)C[C@@H]23)cc1
  7, 0.2, x, -0.5, 7, -13, 2, 7
> O=C(NC(c1ccccc1)c1ccccn1)c1cccc([N+](=O)[O-])c1 (stereo unspecified)
  0, 0.1, -7, x, -6, x, x, 13
> CCn1cc(CNC(=S)Nc2cccc3ccccc23)cn1
  -4, -0.2, x, x, -17, x, x, -4
> COCC(=O)Nc1ccc2c(c1)OC[C@@H](C)N(Cc1ccccc1)C[C@H](C)[C@@H](OC)CN(C)C2=O
  14, 0.3, -7, 0.1, 15, -2, 4, 13
> COc1ccccc1CNC(=O)C1Cc2cc(S(=O)(=O)N3CCCCC3)ccc2N1C(C)=O (stereo unspecified)
  1, 0.0, -3, x, -11, 6, 4, x
> COc1ccc(N2CCN(C(=O)c3ccc(NS(=O)(=O)c4ccc(F)c(F)c4)cc3)CC2)cc1
  1, x, 1, x, -4, -1, 13, x
> COc1ccccc1C(=O)N/N=C(\C)CC(=O)Nc1ccccn1
  -3, 0.1, 3, 0.1, -15, x, 8, -7
> CN1C(=O)c2cc(NC(=O)Cc3cccs3)ccc2OC[C@H]2O[C@H](CC(=O)NCC3CC3)CC[C@@H]21
  1, 0.0, -6, -0.2, -4, -13, -2, 7

A second format for part of the listing above:
Structure | S100A4 MyoIIA | XiGFP reactiv | FN deposition inh | E-selectin induc | RAD52 inh | RAD54 branch | esBAF inh | EWS-Fli block
CCN(CC)CCCN(Cc1cc2cc3c(cc2[nH]c1=O)OCO3)C(=S)Nc1ccccc1OC | 2 | 0.0 | 9 | x | 22 | x | 1 | -2
CCOc1ncccc1C(=O)OCC(=O)N(CC(C)C)C1CCS(=O)(=O)C1 (stereo unspecified) | 2 | -0.3 | -7 | 1.6 | 0 | -1 | -7 | 8
CCOC(=O)c1c(NC=O)sc2c1CCC2 | -3 | -0.1 | -1 | x | -13 | -2 | 4 | -2
O=C(CCc1nnc2ccc(N3CCCCC3)nn12)NCc1ccco1 | 2 | 0.0 | 2 | x | -4 | -6 | 3 | -6
Cc1nn(Cc2ccc(F)cc2)c2sc(C(=O)Nc3nccs3)cc12 | -4 | 0.0 | 22 | x | -14 | x | x | 12
CC(=O)CCC(=O)OCC(=O)Nc1ccc(SC(F)F)cc1 | -1 | 0.0 | 0 | -1.0 | -11 | x | x | 3
COc1cccc(C#Cc2ccc([C@H]3[C@@H](CO)N4C(=O)CN(C(=O)Cc5cccnc5)C[C@H]34)cc2)c1 | 18 | 0.0 | -3 | -0.1 | -26 | x | x | -5
CCOC(=O)CN(Cc1ccccc1)S(=O)(=O)c1ccc(NC(C)=O)cc1 | 14 | x | x | x | 10 | -6 | -1 | -11
O=C(C1CCOCC1)N1C[C@H]2[C@@H](c3ccccc31)[C@H](CO)N2C(=O)Cc1ccccc1 | 5 | 0.4 | x | 0.1 | 1 | -20 | -5 | 2
COc1ccc(CCN(C)C(=S)Nc2ccc(SC(F)F)cc2)cc1OC | -1 | 0.0 | 6 | -0.1 | -6 | x | 2 | 5
CCCSc1ncnc2c1oc1ccccc12 | 2 | x | x | x | -14 | 10 | 27 | -48
C[C@@H]1CN([C@H](C)CO)C(=O)c2cc(NC(=O)Nc3ccc(C(F)(F)F)cc3)ccc2O[C@@H](C)CCCCO[C@@H]1CN(C)C(=O)CCCN(C)C | x | -0.1 | x | -0.2 | x | 16 | -5 | -4

Screening data deposited in PubChem by Broad Institute.
